CF NFkB block: blocks PAF-induced NF-kB reporter in cystic fibrosis cells | KKLEB NF-kB-GFP reporter, GFP fluorescence overnight | inhibition, % at 5 µM | hit rate 0.86% among 360,000 | AID 588850;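 active = at least 50% inhibition at 5 µM, scaled per plate between neutral and stimulator controls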;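 also: PAF is a Pseudomonas aeruginosa culture filtrate used as stimulus; plate controls were PAF-stimulated DMSO wells for no effect and unstimulated DMSO wells for full effect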
Shn3 3UTR inh: reduces Shn3 3'UTR luciferase signal in osteoblasts | Clone20 osteoblast Shn3 3'UTR firefly luciferase, 24 h | inhibition, % at 12.5 µM | hit rate 0.52% among 360,000;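 active = mean inhibition of at least 75% with every replicate also reaching 75%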;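 also: 0% = median of neutral control wells and 100% = pilot-screen positive control compound; some compounds past the cut are filed as inactive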
TWEAK Fn14 block: inhibitors of TWEAK-Fn14 interaction signaling; inhibition, % at 10 µM; hit rate 2% among 360,000; TWEAK-stimulated Fn14 reporter cells, luciferase luminescence, 8 h; in the data active = inhibition above about 50%
TROY NFkB inh: blocks TROY-dependent signaling in reporter cells; Q293 LMP1-TROYcd NF-kB luciferase reporter, 4 h; inhibition, % at 10 µM; hit rate 0.98% among 360,000; AID 1347056;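 active = compounds whose plate-normalised and pattern-corrected inhibition of the luciferase reporter signal at the single screening dose is 50% or more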
NCOA1 inh: inhibits human SRC1 coactivator. Q15788. HEK293 GAL4-SRC1 luciferase reporter, luminescence. inhibition, % at 3.6 µM. hit rate 0.12% among 360,000;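 active = inhibition above the campaign mean plus 3 SD, with each screening campaign given its own cutoff, cut at about 60% in these data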;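 also: 0% = DMSO treated cells and 100% = gossypol at 36 µM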
KKLEB cytotox: counter-screen for CF NF-kB inhibitors: cytotoxicity. KKLEB CF airway cells viability, ATPlite luminescence, overnight; hits give low values; cells stimulated with P. aeruginosa culture filtrate. activity change (cytotoxicity), % at 5 µM. hit rate 0.36% among 360,000. AID 602141;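 active = corrected activity change at or below -50% at 5 µM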
C8 TRAIL sens: sensitizes caspase-8 expressing cells to TRAIL | NB7+C8 cells + TRAIL, ATPlite viability luminescence | inhibition (viability loss, TRAIL sensitization), % at 10 µM | hit rate 1% among 360,000 | AID 624354;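 active = compounds causing at least 50% loss of cell viability in the single-dose screen, relative to plate controls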
LMP1 NFkB inh: inhibitors of Epstein-Barr LMP1-induced NF-kappaB reporter; inhibition, % at 12.5 µM; hit rate 0.69% among 350,000; LMP1-induced NF-kappaB luciferase reporter cells, luminescence; in the data active = inhibition above about 41%;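 also: 0% = neutral control wells and 100% = reference inhibitor control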
LRH-1 inv ag: inverse agonists of human LRH-1 (NR5A2). O00482. HEK293T StAR-luciferase reporter, LRH-1 transfected, 24 h. inhibition, % at 3.6 µM. hit rate 0.13% among 360,000. AID 602396;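 active = inhibition above the mean inhibition of all tested compounds plus 3 SD, cut at about 73% in these data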;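 also: 0% = DMSO wells and 100% = reporter-only cells lacking LRH-1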
Target sequence (O00482 whole entry, looked up): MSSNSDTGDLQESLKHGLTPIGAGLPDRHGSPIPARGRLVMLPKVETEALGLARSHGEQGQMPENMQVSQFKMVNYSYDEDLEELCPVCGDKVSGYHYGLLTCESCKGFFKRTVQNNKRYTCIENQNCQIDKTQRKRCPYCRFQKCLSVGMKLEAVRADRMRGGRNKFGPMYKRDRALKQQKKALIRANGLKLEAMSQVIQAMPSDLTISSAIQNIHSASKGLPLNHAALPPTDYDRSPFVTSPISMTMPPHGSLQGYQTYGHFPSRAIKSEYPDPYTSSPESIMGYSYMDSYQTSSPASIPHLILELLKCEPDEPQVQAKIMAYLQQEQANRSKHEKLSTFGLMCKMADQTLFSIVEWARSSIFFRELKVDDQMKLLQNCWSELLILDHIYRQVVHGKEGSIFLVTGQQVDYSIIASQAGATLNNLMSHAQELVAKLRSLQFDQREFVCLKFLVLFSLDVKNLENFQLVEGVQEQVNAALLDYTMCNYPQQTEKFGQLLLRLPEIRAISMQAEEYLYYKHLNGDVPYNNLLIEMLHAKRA
NR2F2 inh: inhibitors of human COUP-TFII (NR2F2); P24468; hit rate 0.7% among 370,000; HEK293T NGFI-A luciferase reporter, luminescence; inhibition, % at 8.6 µM; AID 686940;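 active = inhibition above a per-plate cutoff, mean inhibition of test wells between control levels plus 3 SD, cut at about 38% in these data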;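 also: cells cotransfected with COUP-TFII expression vector driving the NGFI-A reporter; 0% = median of COUP-TF2 test wells and 100% = reporter-only cells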
Target sequence (P24468 whole entry, looked up): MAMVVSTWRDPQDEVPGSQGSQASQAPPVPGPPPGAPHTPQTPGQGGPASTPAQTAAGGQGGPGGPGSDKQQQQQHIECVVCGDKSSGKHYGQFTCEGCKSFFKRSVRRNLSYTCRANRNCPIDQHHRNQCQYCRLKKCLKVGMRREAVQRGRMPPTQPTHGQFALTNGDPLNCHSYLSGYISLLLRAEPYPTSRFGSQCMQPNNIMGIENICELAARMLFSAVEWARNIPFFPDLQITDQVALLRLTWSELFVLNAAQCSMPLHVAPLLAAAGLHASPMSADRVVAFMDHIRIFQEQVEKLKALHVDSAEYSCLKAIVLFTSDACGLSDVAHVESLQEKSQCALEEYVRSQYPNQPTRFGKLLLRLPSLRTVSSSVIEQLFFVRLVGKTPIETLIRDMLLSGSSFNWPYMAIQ
SRC3 inh: human NCOA3 inhibition. Q9Y6Q9. HEK293 GAL4-SRC3 luciferase reporter, luminescence. inhibition, % at 3.6 µM. hit rate 0.17% among 360,000;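 active = inhibition above a per-campaign cutoff, the mean of all compounds plus 3 SD, cut at about 60% in these data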;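 also: 0% = DMSO-treated cells and 100% = gossypol-treated cells at 36 µM; higher means less SRC3-driven luciferase light from the GAL4 reporter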
Starred values were filed as active, the others as inactive; . = no result given. Some of the compounds tested; count on the stated rates, not on these rows.

SMILES	CF NFkB block	Shn3 3UTR inh	TWEAK Fn14 block	TROY NFkB inh	NCOA1 inh	KKLEB cytotox	C8 TRAIL sens	LMP1 NFkB inh	LRH-1 inv ag	NR2F2 inh	SRC3 inh
CCOc1ccccc1C(=O)NC(C(=O)NCc1ccccc1OC)C(C)C (stereo not drawn)	34	-25	5	0	-2	-11	-4	3	-31	3	2
O=S(=O)(c1cccc2cccnc12)N1CCCc2ccccc21	-16	-19	18	2	-15	12	-21	-5	-1	4	6
Cc1cc(S(=O)(=O)N2CCN(CC(=O)NC(C)(C#N)C3CC3)CC2)ccc1Br (stereo not drawn)	0	-4	-3	-7	7	9	12	2	-2	9	-5
COc1ccccc1C(=O)NCCC(=O)NC(C)CCc1ccccc1 (stereo not drawn)	-5	-28	0	6	-1	12	-2	0	-35	-19	8
COc1ccc(-c2nc(CSCC(=O)NC3CCCC3)c(C)o2)cc1OC	5	11	15	-32	4	-3	-1	7	9	3	-12
Clc1cccc(CSc2nnc([C@@H]3CCCN3)o2)c1	-10	-5	-6	-6	13	1	-9	-4	7	6	0
CNS(=O)(=O)c1cc(NC(=O)c2cnc(SC)n2-c2ccccc2)ccc1C	-2	-3	-6	18	3	-6	-1	4	7	12	4
Cc1ccc(NC(=O)Cc2n[nH]c(=O)c3ccccc23)cc1S(=O)(=O)N1CCCCCC1	13	34	30	27	-3	-7	12	12	-6	38*	-7
COc1ccc(C2CN=NC23CCCc2ccccc2C3=O)cc1 (stereo not drawn)	26	5	-57	15	-23	-5	33	5	13	10	-18
CCOC(=O)[C@]12CCC=C1N(CCC1=CCCCC1)C(=O)[C@H](CC(=O)NCCC(C)C)C2	.	.	7	-20	.	.	-8	.	-3	-7	.
O=C(NCc1ccco1)C1CCCN1C(=O)Nc1cccc(Cl)c1 (stereo not drawn)	-12	2	10	6	10	-1	-9	-1	3	16	3
NC(=O)[C@@H]1CC2(CC(c3cccc(NC(=O)COc4ccc(Cl)cc4)c3)=NO2)CN1C(=O)COc1ccc(Cl)cc1 (stereo partly drawn)	7	64	82*	46	10	-8	32	20	0	45*	2
FC(F)(F)c1ccc(-c2nc3ccccc3s2)cc1	-16	-138	23	19	-66	5	-14	.	-5	8	-43
Cc1ccc(OCC(=O)NCc2ccccn2)cc1	3	-11	16	23	6	-4	-4	-2	-16	9	-3
C[C@@H]1COC(=O)[C@@H](Cc2ccc(F)cc2)CC/C=C\C[C@@H](CC(=O)NCCO)C(=O)N1	12	11	-2	15	-1	-27	-9	9	-17	-4	-12
CCCCc1ccc(N2C(=O)[C@@H]3C(CC(N)=O)NC4(C(=O)Nc5ccc(F)cc54)[C@@H]3C2=O)cc1 (stereo partly drawn)	-4	5	-15	-26	-5	-1	-11	0	20	-15	9
Cc1cc(C)c(NC(=S)NC(CO)(CO)CO)c(C)c1	-11	7	-1	-27	-2	23	-9	-1	0	2	-5
CNc1ccc(OC)cc1-n1cnc(-c2ccc([N+](=O)[O-])cc2)c1	0	1	-18	-9	-29	3	-8	6	4	8	-10
O=C(O)CCn1c(=O)c2ccccc2c2ccccc2c1=O	-3	-27	-5	15	-25	3	-3	-2	8	8	7
CCC1SC2=NC(C)=C(C(=O)OCCOC)C(/C=C/c3ccccc3OC)N2C1=O (stereo not drawn)	-16	-13	-10	-18	-8	-3	-9	-16	-6	-12	2
COc1ccc(N=Cc2ccc[nH]2)cc1	-10	-25	87*	63*	-17	6	-1	-32	2	-12	16
COc1ccccc1NC(=S)N1CCN(Cc2ccc3c(c2)OCO3)CC1	9	7	-1	-7	1	10	5	3	13	-5	12
Cc1ccc2c(C)ccc(O)c2n1	-2	-17	-26	1	2	-8	-2	3	-6	-9	-4
Cc1noc(C)c1S(=O)(=O)N(C)C[C@H]1Oc2ccc(NC(=O)C3CCCCC3)cc2C(=O)N([C@H](C)CO)C[C@@H]1C	-6	5	-44	8	6	-15	-5	2	-13	3	-2
CC(NC(=O)/C(C#N)=C/c1cccs1)c1ccccc1 (stereo not drawn)	-8	10	0	-5	-17	0	11	-9	-7	7	-3
Cc1cc(NC(=O)Cc2ccccc2[N+](=O)[O-])no1	10	-3	12	-7	-48	3	-5	-7	18	7	0
N#C/C(=C\c1c(N2CCN(c3ccccc3)CC2)nc2ccccn2c1=O)C(N)=O	13	-13	12	-35	-42	-2	-3	-14	-35	-13	-15
O=C1OCCN1c1ccccc1	-4	11	2	-7	3	0	8	0	14	3	1
O=S1(=O)N=C(N(CCO)/N=C/c2ccccc2)c2ccccc21	-12	-3	-11	0	-11	10	2	-1	7	14	8
CCCc1cc(=O)oc2c3c(cc(OCC(=O)NCC4CCC(C(=O)O)CC4)c12)OC(C)(C)CC3 (stereo not drawn)	24	4	-17	9	-4	-31	5	1	13	-9	10
COc1ccc(CN2C(=O)c3cccnc3C2=O)cc1S(=O)(=O)NCc1ccc(C)cc1	20	-40	-10	2	12	-6	-7	3	-3	-10	-6
Cc1ccsc1C(=O)OCC(=O)c1cc2ccccc2o1	-3	8	-11	-27	-5	11	2	-11	-9	-11	-2
Cc1cc(Cl)cc(C)c1OCC(=O)N1CCN(c2ncccn2)CC1	5	-8	-5	3	-9	-3	9	-6	-8	3	-11
CC(C)OCCCNC(=O)C1CC(=O)N(C2CCCCCCC2)C1 (stereo not drawn)	-27	6	12	9	-19	-21	4	4	12	17	13
COc1ccc(C(=O)OCC(=O)N2C(C)CCCC2C)cc1[N+](=O)[O-] (stereo not drawn)	-13	-6	-5	-9	-12	-5	-21	4	15	0	30
O=C(Nc1cc2c(cc1Br)OCCO2)c1ccco1	7	-41	4	-57	-60	-31	9	-7	-81	-22	-40
Cc1cccc(NC(=S)NNC(=O)c2ccc3c(c2)OCO3)c1	-16	-26	-7	-64	-97	-13	50*	-11	-160	-43	-72
O=C(Nc1ccc(N2CCCCC2)c(Cl)c1)c1ncn[nH]1	4	5	30	-10	-50	-7	34	-4	-93	22	-36
O=C(N/N=C/c1ccc(F)cc1)c1ccc(Br)cc1	-2	-42	-27	-51	-15	-13	-2	-19	-5	-22	-26
Clc1ccccc1OCCCCn1ccnc1	9	-2	2	-25	11	3	-15	2	6	6	4
COc1ccc(Cn2c(=N)c(C(=O)NC3CCCCC3)cc3c(=O)n4ccccc4nc32)cc1	6	-16	-55	-18	1	-23	4	28	10	-13	-7
CCCCNC(=O)C(=O)N/N=C/c1ccc(OCC(=O)Nc2cccc(OC)c2)c(OC)c1	9	4	8	-20	10	-30	-13	6	19	-23	11
COc1cccc(-c2ccc(NC(=O)C3CCCN(Cc4cccc(C)n4)C3)cc2)c1 (stereo not drawn)	-3	17	14	9	-18	-10	0	-3	7	17	-4
CC1=C(C(N)=O)C(c2ccccn2)n2nc(-c3ccccc3Cl)nc2N1 (stereo not drawn)	-13	3	12	6	-10	5	-10	4	2	-11	10
O=C(/C=C/c1ccccc1)NC(NC(=S)Nc1cccc(Cl)c1)C(Cl)(Cl)Cl (stereo not drawn)	7	65	63*	34	-1	-4	29	56*	6	-6	-23
Cc1cccc(N2CCN(S(=O)(=O)c3cccs3)CC2)c1C	-5	4	-1	18	-13	10	6	-6	0	-9	-5
COC(=O)CSc1nc2[nH]ncc2c(=O)[nH]1	0	3	4	6	-14	-4	-5	-7	-12	-4	-6
COCC(=O)OCC(=O)Nc1cc(C(C)(C)C)nn1-c1ccccc1	1	-7	18	5	8	-13	-2	5	11	-1	9

Entries of single compounds, quoted from the list:
CCCCNC(=O)C(=O)N/N=C/c1ccc(OCC(=O)Nc2cccc(OC)c2)c(OC)c1 in the list: CF NFkB block: 9; Shn3 3UTR inh: 4; TWEAK Fn14 block: 8; TROY NFkB inh: -20; NCOA1 inh: 10; KKLEB cytotox: -30; C8 TRAIL sens: -13; LMP1 NFkB inh: 6; LRH-1 inv ag: 19; NR2F2 inh: -23; SRC3 inh: 11
O=C(Nc1ccc(N2CCCCC2)c(Cl)c1)c1ncn[nH]1 in the list: CF NFkB block: 4; Shn3 3UTR inh: 5; TWEAK Fn14 block: 30; TROY NFkB inh: -10; NCOA1 inh: -50; KKLEB cytotox: -7; C8 TRAIL sens: 34; LMP1 NFkB inh: -4; LRH-1 inv ag: -93; NR2F2 inh: 22; SRC3 inh: -36

(list continues)
SMILES	CF NFkB block	Shn3 3UTR inh	TWEAK Fn14 block	TROY NFkB inh	NCOA1 inh	KKLEB cytotox	C8 TRAIL sens	LMP1 NFkB inh	LRH-1 inv ag	NR2F2 inh	SRC3 inh
O=C(CN(Cc1ccco1)C(=O)CNS(=O)(=O)c1ccccc1)NCc1ccccc1	6	-2	-10	-3	-5	7	-5	2	-5	10	-22
Cc1cc(C)c(C(=O)COC(=O)c2cccc(S(=O)(=O)NCc3ccccc3)c2)cc1C	6	3	-35	-40	8	-8	18	7	1	5	19
Cc1ccccc1-c1nc(SCc2ccccn2)c2c(=O)n(C)c(=O)n(C)c2n1	-3	-2	-13	-5	2	12	-13	-7	-19	5	11
COc1ccc(NC2=C(C(C)=O)C(c3ccc(OC)c(OC)c3)C(C(C)=O)C(C)(O)C2)cc1 (stereo not drawn)	-4	10	54*	38	-13	3	-17	5	-6	11	-4
Cc1cccc(C(=O)OC(C)C(=O)NC2CCCc3ccccc32)c1O (stereo not drawn)	15	-7	3	-11	10	16	12	-4	-13	-1	16
CCCCn1cnc2cc(NCc3cccc(OC)c3O)ccc21	-5	-4	-5	-29	-29	16	2	12	-17	-17	-1
O=C(CSc1nc(O)c(Cc2ccccc2)c(=O)n1-c1ccccc1)N1CCOCC1	-21	6	-1	-14	-10	10	-5	1	4	3	-2
Cc1ccc(C(=O)O/N=C(\N)c2ccccn2)cc1C	1	45	99*	81*	-34	-12	81*	56*	-11	50*	-11
CS(=O)(=O)Nc1ccc(Cc2ccc(NS(C)(=O)=O)cc2)cc1	-5	-2	10	3	7	20	-9	-1	20	12	-15
CN(C)c1nc2ccccc2n(C)c1=O	-13	-5	5	3	-9	10	0	-3	-3	1	-8
CCCc1ccc(Oc2cc(C)nc(N3CCOCC3)n2)cc1	13	.	-7	-44	-6	-4	10	-7	-8	-3	-6
COc1ccccc1NS(=O)(=O)c1ccc(O)c(C(=O)OCC(=O)N2CCc3ccccc32)c1	11	-11	-24	1	-5	-13	-19	6	-11	10	16
COC(=O)c1cc2ccsc2n1CC(=O)N(C)c1ccccc1	12	21	0	-5	3	-2	-12	1	29	-5	19
CC1=NN(C(N)=S)C(=O)C1N=Nc1ccc(F)cc1 (stereo not drawn)	-6	-35	-19	9	-4	9	-9	-14	-79	-22	-18
OCCNCc1cccc(OCc2ccccc2Cl)c1	14	15	4	-14	5	-10	-4	-11	-22	-5	7
Cc1cc(NC(=O)COC(=O)/C=C/c2ccc(C)o2)no1	24	-10	8	3	-33	-8	5	-2	-7	4	9
COc1ccc(-c2cnc(SCC(=O)Nc3ccc4c(c3)OCO4)n2Cc2ccco2)cc1	3	70	25	28	-11	0	10	-4	11	7	16
CCN(c1ccccc1)S(=O)(=O)c1ccc(C(=O)NCC2(N(C)C)CCCCC2)cc1	2	-8	-5	-1	10	-2	21	-19	6	-23	-8

Single values from the entries so far.
NCOA1 inh result of CCCc1ccc(Oc2cc(C)nc(N3CCOCC3)n2)cc1 is entered as -6
C8 TRAIL sens result of COC(=O)CSc1nc2[nH]ncc2c(=O)[nH]1 is entered as -5
